High-throughput results as filed in PubChem.
ASAP1 inh = inhibitors of human ASAP1 ArfGAP activity, primary screen, biochemical, fluorescence polarization; inhibition, % at 16.5 µM; Arf-GAP with SH3 domain, ANK repeat and PH domain-containing protein 1 (Homo sapiens), …; ASAP1-stimulated ARF1 GTP hydrolysis, GDP FP detection; hit rate 0.19% among 360,000; AID 624377, 2012; in the data active = inhibition above about 25%;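 note: 0% = vehicle with enzyme and substrate and 100% = no enzyme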
Target sequence (Q9ULH1 325-724 limits assumed): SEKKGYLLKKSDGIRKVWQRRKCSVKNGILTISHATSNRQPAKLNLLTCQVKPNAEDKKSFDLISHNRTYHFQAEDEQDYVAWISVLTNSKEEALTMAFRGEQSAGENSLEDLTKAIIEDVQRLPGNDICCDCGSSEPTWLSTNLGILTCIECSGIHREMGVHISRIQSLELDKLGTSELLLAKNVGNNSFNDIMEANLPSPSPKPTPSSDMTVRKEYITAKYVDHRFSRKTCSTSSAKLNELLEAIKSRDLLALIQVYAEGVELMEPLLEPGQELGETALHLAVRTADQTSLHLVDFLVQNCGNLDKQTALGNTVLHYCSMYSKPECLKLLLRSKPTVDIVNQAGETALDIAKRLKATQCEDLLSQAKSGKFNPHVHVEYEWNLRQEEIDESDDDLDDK
ADAM17 inh = ADAM17 inhibitors, primary screen, biochemical, QFRET | hit rate 0.83% among 370,000 | recombinant ADAM17, EDANS/DABCYL FRET peptide cleavage | inhibition, % at 6.95 µM;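 active = inhibition above the mean of compounds lying between control limits plus 3 SD, set per campaign, cut at about 8.5% in these data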;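 note: 0% = DMSO-only wells as the low control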
DDE Tn7 FP inh = inhibitors of Tn7 peptide binding to fibrin DD(E), primary screen, biochemical, fluorescence polarization, human fibrin, Tn7 probe | inhibition, % at 8.3 µM | Fibrinogen beta chain (Homo sapiens), P02675 | AID 720508, 2013 | FP displacement of FITC-Tn7 peptide from fibrin DD(E); 0% = median of compound wells per plate | hit rate 0.13% among 370,000;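 active = inhibition above the mean of compounds falling within the control limits plus 3 SD of them, cut at about 14% in these data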;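 note: 0% = plate median of compound wells and 100% = 10 µM Aha-Tn7 peptide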
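Assay system: human fibrin DD(E) protein / Input: 2 µM fibrin DD(E) / Benchmarks: high control of 10 µM Aha-Tn7 peptide / Measured by: fluorescence polarization of the labelled Tn7 tracer / Medium: Tris buffer with calcium and detergent, pH 7.8 / Timing: 10 min compound pre-incubation, 3 h probe incubation at room temperature / Repeats: one replicate per compound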
KLK7 zymogen act = proKLK7 zymogen activators, primary screen, biochemical, fluorescence intensity | activation, % at 7 µM | purified proKLK7, EDANS-DABCYL substrate fluorescence; 100% is mature enzyme control, 0% vehicle | AID 652039, 2013 | Kallikrein-7 (Homo sapiens), P49862 | hit rate 0.9% among 370,000;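 active = activation above the mean of all tested compounds plus 3 SD, computed per campaign excluding outliers beyond control limits, cut at about 13% in these data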
Target sequence (P49862 whole entry, looked up): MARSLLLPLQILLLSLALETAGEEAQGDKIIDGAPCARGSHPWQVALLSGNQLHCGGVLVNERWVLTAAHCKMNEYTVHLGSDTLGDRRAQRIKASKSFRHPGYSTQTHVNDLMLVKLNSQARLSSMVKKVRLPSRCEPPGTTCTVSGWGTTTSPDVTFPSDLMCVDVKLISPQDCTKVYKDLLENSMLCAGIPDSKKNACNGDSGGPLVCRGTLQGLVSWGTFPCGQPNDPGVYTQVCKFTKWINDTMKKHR
MBD2 inh = inhibitors of MBD2 binding to methylated DNA, primary screen, biochemical, TR-FRET, DNA-binding domain, human; MBD2 binding to methylated oligonucleotide; inhibition, % at 4.4 µM; hit rate 0.31% among 370,000; Methyl-CpG-binding domain protein 2 (Homo sapiens), Q9UBB5; in the data active = inhibition above about 13%
PLC-gamma1 inh = PLC-gamma1 enzyme inhibitors, primary screen, biochemical, fluorescence, purified enzyme | AID 720700, 2013 | hit rate 0.84% among 370,000 | fluorogenic substrate | inhibition, % at 12.2 µM; in the data active = inhibition above about 9.5%
ARFGAP1 inh = inhibitors of rat ARFGAP1 GAP activity, primary screen, biochemical, fluorescence polarization, GDP tracer. Arfgap1-stimulated ARF1 GTP hydrolysis, GDP FP detection. AID 651572, 2012. ADP-ribosylation factor GTPase-activating protein 1 (Rattus norvegicus), Q62848. hit rate 0.26% among 360,000. inhibition, % at 16.5 µM;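 active = inhibition above a per-plate limit, mean inhibition of low control wells plus 3 SD, cut at about 25% in these data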;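 note: 0% = DMSO wells with enzyme and 100% = wells lacking Arfgap1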
Target sequence (Q62848 1-136 limits assumed): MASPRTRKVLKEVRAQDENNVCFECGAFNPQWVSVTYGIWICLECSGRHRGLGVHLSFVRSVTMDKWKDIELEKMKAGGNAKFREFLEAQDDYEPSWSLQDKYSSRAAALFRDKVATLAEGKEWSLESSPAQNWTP
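material = rat Arfgap1 catalytic domain, aa 1-136 | also added = human ARF1(Δ1-17)-GTP substrate | compound dosing = one concentration, 16.5 µM, DMSO 1.26% | times = GTP hydrolysis reaction 2 h at 25 °C | measured by = FP, GDP Alexa 633 tracer displaced from anti-GDP antibody, 620/688 nm | evaluation = percent inhibition of Arfgap1-stimulated GTP hydrolysis | replication = single well per compound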
Tn6 DDE FP = inhibitors of Tn6 peptide binding to fibrin DD(E), primary screen, biochemical, fluorescence polarization, human fibrin, Tn6 probe | Fibrinogen beta chain (Homo sapiens), P02675 | Fibrin DD(E) TRITC-Tn6 fluorescence polarization displacement | inhibition, % at 8.3 µM | hit rate 0.21% among 370,000 | AID 720509, 2013;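 active = inhibition above a per-campaign cutoff: mean of compounds within control limits plus 3 SD, cut at about 15% in these data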;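 note: 0% = median of all compound wells on the plate and 100% = blocking peptide control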
PLCb3 inh = human PLC-beta3 inhibitors, primary screen, biochemical, fluorescence. Purified PLC-beta3, fluorogenic substrate. inhibition, % at 12.2 µM. hit rate 0.18% among 370,000; in the data active = inhibition above about 11%;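 note: 0% = median of compound wells on plate and 100% = full blocker control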
UHRF1 binding = UHRF1 methylated DNA binding inhibitors, primary screen, counter-screen for MBD2 inhibitor project, biochemical, TR-FRET, human UHRF1, single concentration; UHRF1 binding to methylated oligo; inhibition, % at 4.4 µM; hit rate 0.75% among 370,000; AID 687016, 2013; in the data active = inhibition above about 21%;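 note: UHRF1 SRA domain binding a hemimethylated CpG hairpin DNA probe; 0% = median of test compound wells and 100% = reference inhibitor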
An asterisk follows results filed as active; . = not tested or not shown; & = joins results of further samples.

Compound	ASAP1 inh	ADAM17 inh	DDE Tn7 FP inh	KLK7 zymogen act	MBD2 inh	PLC-gamma1 inh	ARFGAP1 inh	Tn6 DDE FP	PLCb3 inh	UHRF1 binding
COC(=O)C1C(=O)NCC1c1ccccc1 (configuration not stated)	-1	-1	6	-0.2	5	2	-2	9	4	0
c1ccc(Cc2nnc(N3CCOCC3)c3ccccc23)cc1	-10	-8	2	0.0	-2	-1	11	-3	-2	-2
Cc1cc(C(F)(F)F)n2ncc(C(=O)O)c2n1	-7	-2	0	-0.9	0	-2	0	1	-1	1
O=C(O)c1cnn2c(-c3ccc(F)cc3)ccnc12	3	-2	-7	0.6	4	-29	12	6	-30	3
COC(=O)c1cc(OC)c(OC)cc1NC(=O)c1ccco1	9	-6	-4	0.1	5	-1	4	-10	-3	-2
COc1cccc(CNC(=O)[C@H]2CCCN2)c1	2	-3	7	0.3	5	-5	-11	-3	5	-3
Cc1ccc(O)c(NC(=O)c2cccc(S(=O)(=O)N3CCCCC3)c2)c1	1	-1	6	-0.3	1	0	8	7	-3	2
Cc1ccc(OCCCCc2c(C)n[nH]c2C)cc1	9	1	-5	-0.4	-1	-2	-5	-6	-4	0
CCOc1ccc(CNC(=O)CCS(=O)(=O)Cc2cccc(Cl)c2)cc1OC	16	-3	-11	0.3	0	1	-4	-1	-6	3
Cc1nn(C)cc1NC(=O)c1nn(C)cc1[N+](=O)[O-]	5	0	-1	0.9	0	0	-8	3	1	-5
CCCc1nn2c(=O)cc(CSCC(=O)Nc3cccc(OC)c3)nc2s1	-11	0	-6	0.3	-1	2	-1	2	-4	-1
CCc1ccc(NC(=O)CSc2nc3ccccc3nc2N2CCCC2)cc1	2	-6	-6	-0.2	-1	-13	-6	3	-20	-1
Nc1nc(SCc2ccccc2)sc1C(=O)N1CCCCC1	-11	-2	0	0.0	7	1	-5	-2	-8	-3
CC(CC(=O)Nc1ncc([N+](=O)[O-])s1)c1ccccc1 (configuration not stated)	6	-5	9	0.1	5	3	-3	3	-6	1
Cc1cc(NC(=O)CSc2nc3c([nH]c4ccccc43)c(=O)n2-c2ccccc2F)no1	7	1	0	-1.6	3	1	1	-4	-11	0
NC(=O)C1CCN(C2=C(NS(=O)(=O)c3ccc(Br)cc3)C(=O)c3ccccc3C2=O)CC1	7	-5	-8	0.8	-11	-5	4	-3	-17	-16
COc1ccc(CCNC(=O)CSc2nc3ccccc3o2)cc1	2	4	4	-0.2	2	8	-1	-11	2	2
Cc1ccc([C@H]2C[C@@H](n3cc(C4CC4)nn3)[C@H](O)CN2C(=O)c2cccs2)cc1	4	-7	4	-0.3	8	1	5	0	-2	4
N/C(=N\OC(=O)CCC1CCCC1)c1cccnc1	-4	2	-6	-0.4	-6	2	9	-1	3	4
CCN(CC)S(=O)(=O)c1ccc(S(=O)(=O)N2CCCC(C(=O)NC3CC3)C2)cc1 (configuration not stated)	4	-3	-2	0.4	-1	4	8	-7	-3	-2
O=C(NCc1ccc(F)cc1)c1ccc[nH]1	6	0	5	-0.1	2	-1	1	2	-2	0
CCCc1cc(C(=O)N2CCC(N3CCC(C(=O)NC(C)C)CC3)CC2)n(C)n1	-13	0	4	-0.5	-5	-1	-5	8	1	-1
Cc1cccc(NC(=O)Nc2nnc([C@@H]3C[C@H](O)[C@@H](CO)O3)s2)c1	4	-5	2	0.2	3	2	-9	2	0	1
O=C(CSc1nnc(-c2ccccc2)o1)NC1CC1	0	-3	2	-0.1	2	2	-1	-1	4	0
O=C(CSCC(=O)OCn1nnc2ccccc2c1=O)Nc1ccc(Cl)cc1	-12	0	4	-0.1	2	-4	-7	-7	-2	2
COc1ccccc1N1CCN(c2ccc([N+](=O)[O-])cc2Cl)CC1	-11	3	3	-0.2	6	-1	2	6	4	6
O=c1[nH]nc(-c2ccccc2)cc1-c1ccccc1	-4	-9	-5	-0.3	4	-3	-2	-3	-10	0
CCOC(=O)N1CCN(C(=O)CS(=O)(=O)c2cn(Cc3ccc(Cl)cc3)c3ccccc23)CC1	-8	-1	-2	0.1	1	2	-13	8	1	-1
COc1ccc(C2C(C(C)=O)=C(C)N=c3s/c(=C\c4ccco4)c(=O)n32)c(OC)c1 (configuration not stated)	8	1	-5	-0.9	-2	-12	-14	-2	-19	-3
O=C(C1CC1)N1CCN=C1SCc1ccccc1Cl	1	-4	-1	-0.4	2	-1	-7	-2	-2	1
CCCCN(C)CCNC(=O)c1ccc2c(c1)NC(=O)C(N1CCCCC1)S2 (configuration not stated)	1	-3	1	0.1	0	0	3	5	4	1
Cc1ccc(C2CCC3(CCC(=O)N3CCOC(=O)Nc3ccc(F)cc3)CC2)cc1 (configuration not stated)	.	-2&1	7&-2	-0.2&-0.3	5&2	1&-2	.	-6&-2	-2&1	0&1
COc1ccc(C)c2sc(N(CCN(C)C)C(=O)c3ccc4ccccc4c3)nc12	-5	-3	10	-0.1	1	-2	5	0	-11	1
COc1ccc(S(=O)(=O)NCCc2nnc3ccc(SCC(=O)Nc4nc(C)cs4)nn23)cc1	3	1	-4	0.5	4	-4	1	1	3	11
CC12CCC(C(=O)Nc3cccc(NC(=O)C45CCC(C)(C(=O)O4)C5(C)C)n3)(OC1=O)C2(C)C	-1	-4	-1	0.2	2	0	-2	2	2	-2
CCCCS(=O)(=O)NCC1CCN(C(=O)C(=O)c2cc3ccccc3o2)CC1	-8	-3	-2	1.1	-2	-4	3	1	0	-1
Cc1ccc(NC(=O)CCNS(=O)(=O)c2cccc3nsnc23)cc1	6	-4	6	0.1	2	0	2	7	0	1
CC1(C)C(=O)Nc2ccccc2N1C(=O)COC(=O)/C=C/c1ccc(OC(F)F)cc1	10	1	8	0.0	0	0	0	5	-6	-2
COc1ccc(CCN(Cc2cc3ccc(C)cc3[nH]c2=O)C(C)=O)cc1OC	-9	-6	-2	0.6	3	-1	-10	-4	-6	-1
Cc1cc(C)n(-c2nc3c(c(=O)[nH]c(=O)n3C)n2Cc2ccc(F)cc2)n1	-15	-4	-7	0.3	0	0	-6	0	2	-1
O=[N+]([O-])c1ccccc1-c1cc(-c2cc(Cl)ccc2O)n[nH]1	21	3	-1	-0.5	-2	1	5	-3	-4	0
CC1(c2ccc(OC(F)F)cc2)NC(=O)N(CC(=O)Nc2cccc(S(N)(=O)=O)c2)C1=O (configuration not stated)	4	-3	1	0.2	0	0	2	7	-7	-1
Fc1cccc(CNc2ncnc3cc(Cl)ccc23)c1F	6	-1	-1	-0.8	-3	-5	-4	-1	-23	-2
Nc1nonc1-n1nnc(C(=O)c2ccccc2)c1-c1ccccc1	9	1	5	0.2	-2	-1	7	2	1	0
C[C@H](NC(=O)c1[nH]cnc1C(=O)Nc1cccc(Cl)c1)c1ccccc1	-3	-1	-3	-1.6	0	-1	2	-4	2	-2
CCOC(=O)c1c(C)[nH]c(C(=O)COC(=O)c2ccc(O)cc2)c1C	-13	-1	-3	-0.1	2	-2	2	2	-8	-4
CCOC(=O)C1=C(C)N(C)C(=S)N(C)C1c1ccc(OC)cc1 (configuration not stated)	1	1	-9	-0.3	3	2	5	1	-4	-3
Cc1c(C(=O)N(Cc2ccccc2)C(C)C)oc2ccc(S(=O)(=O)N3CCOCC3)cc12	6	-1	2	-0.1	-2	0	6	5	-8	-2
O=C(CNC(=O)c1ccc(Br)o1)NCc1ccc(Cl)cc1Cl	0	5	0	0.2	-3	2	24	-2	-3	4
N/C(CC(=O)Nc1cc(C(F)(F)F)ccc1Cl)=N\O	0	0	2	0.2	-3	0	-1	-2	-5	-1
CN(Cc1cccc(-n2cccn2)c1)Cc1cn(C)nc1-c1ccccc1F	9	0	-5	-0.4	2	1	-7	1	2	-1
CCCCN(C)C(=O)c1cn(CC)c2nc(C)ccc2c1=O	4	-1	2	0.3	-4	-3	-3	4	1	0
Cc1ccc2oc3c(SCc4nc5ccccc5[nH]4)nc(C)nc3c2c1	3	-8	0	-2.4	1	-12	10	-2	-19	-7
CCCCn1c(N)c(N(CCOC)C(=O)c2sc3cc(F)ccc3c2Cl)c(=O)[nH]c1=O	-12	-5	-4	-0.5	0	-9	1	-3	-15	-1
CC(NC(=O)CC1SC(N)=NC1=O)c1ccccc1 (configuration not stated)	-6	-3	5	-1.0	6	1	-5	1	0	1
COc1ccc(C)cc1NC(=O)CSc1cccc[n+]1[O-]	14	0	-1	-0.2	-3	1	-1	5	3	-2
Clc1ccc(Cn2ncc3c(NCc4cccnc4)ncnc32)cc1	-4	-6	0	-0.5	7	-1	9	-12	1	-4
O=C(C1CCCO1)N1CCN(C(=S)Nc2ccc(Cl)cc2Cl)CC1 (configuration not stated)	7	-4	-3	-0.4	-5	-1	5	-4	-1	2
COc1cccc(NC(=O)CN(C)CC(=O)Nc2ccc(Cl)cc2[N+](=O)[O-])c1	5	4	-3	0.3	2	1	3	5	-3	0
CC(C)Oc1ccc(CNC(=O)C2CCCN(S(=O)(=O)N3CCOCC3)C2)cc1 (configuration not stated)	3	-2	1	0.1	-3	-2	3	0	-7	1
CN1CCc2c(sc3c2C(=O)NC(c2cccs2)N3)C1 (configuration not stated)	10	-118	-5	-1.4	-5	-122	-4	3	-137	-8

3 entries already listed, arranged by the value under PLC-gamma1 inh, ascending:
structure | ASAP1 inh | ADAM17 inh | DDE Tn7 FP inh | KLK7 zymogen act | MBD2 inh | PLC-gamma1 inh | ARFGAP1 inh | Tn6 DDE FP | PLCb3 inh
Cc1c(C(=O)N(Cc2ccccc2)C(C)C)oc2ccc(S(=O)(=O)N3CCOCC3)cc12 | 6 | -1 | 2 | -0.1 | -2 | 0 | 6 | 5 | -8
Cc1cc(NC(=O)CSc2nc3c([nH]c4ccccc43)c(=O)n2-c2ccccc2F)no1 | 7 | 1 | 0 | -1.6 | 3 | 1 | 1 | -4 | -11
N/C(=N\OC(=O)CCC1CCCC1)c1cccnc1 | -4 | 2 | -6 | -0.4 | -6 | 2 | 9 | -1 | 3
